USP2a inh: qHTS Assay for Inhibitors of Ubiquitin-specific Protease USP2a. Ubiquitin carboxyl-terminal hydrolase 2 (Homo sapiens), O75604. USP2a enzymatic assay, qHTS inhibition. Potency, µM (doses to about 38.3 µM), for inactives: at the highest dose activity change, negative = inhibition, usual class: inhibitors. hit rate 0.1% among 60,000. AID 927, 2007;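 also: potency is read from the fitted curve at half-maximal effect; nearly all actives have a fitted effect of over 60% in size; plate controls were DMSO for no effect and NEM full inhibition control for full effect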
Target sequence (O75604 whole entry, looked up): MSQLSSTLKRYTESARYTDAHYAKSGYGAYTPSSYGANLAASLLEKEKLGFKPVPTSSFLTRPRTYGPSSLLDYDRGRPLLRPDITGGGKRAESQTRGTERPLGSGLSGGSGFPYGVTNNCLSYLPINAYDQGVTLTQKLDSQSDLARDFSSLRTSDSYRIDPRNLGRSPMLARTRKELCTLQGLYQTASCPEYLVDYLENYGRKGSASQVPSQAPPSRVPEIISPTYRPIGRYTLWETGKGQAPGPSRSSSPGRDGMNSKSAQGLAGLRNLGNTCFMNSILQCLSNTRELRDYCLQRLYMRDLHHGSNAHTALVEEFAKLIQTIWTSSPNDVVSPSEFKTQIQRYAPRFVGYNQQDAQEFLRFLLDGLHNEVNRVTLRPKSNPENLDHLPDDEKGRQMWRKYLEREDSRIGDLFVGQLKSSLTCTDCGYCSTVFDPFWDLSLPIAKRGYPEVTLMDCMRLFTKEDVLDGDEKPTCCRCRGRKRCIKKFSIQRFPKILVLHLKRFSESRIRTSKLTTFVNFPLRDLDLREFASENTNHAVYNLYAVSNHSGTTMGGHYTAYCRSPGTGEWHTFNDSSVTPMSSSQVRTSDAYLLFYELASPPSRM
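20 nM USP2 core + cpd, 30 min RT; add 20 nM Ub-PLA2/20 uM NBD C6-HPC; read Ex460/Em535 at 0 h and 2.5 h. Normalized to NEM; qHTS curve fit/classification.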
Fluorescein fluor: qHTS Assay for Spectroscopic Profiling in Fluorescein Spectral Region | Compound autofluorescence, 480/540 nm, fluorescein-equivalent; hits give high values | max fluorescein-equivalent concentration, M | hit rate 0.91% among 59,000; in the data active = max fluorescein-equivalent concentration above about 10 nM; inconclusive = between about 1.1 nM and that limit
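Each compound is tested across a concentration series in 100 mM Tris buffer at pH 8.0. After 15 min at room temperature, plates are imaged with 480 nm excitation and 540 nm emission filters, and intensities are converted to fluorescein-equivalent values.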
BRCT inh red: qHTS Assay for Inhibitors of BRCT-Phosphoprotein Interaction (Red Fluorophore). Potency, µM (series often up to 76.9 µM), inactives show top-dose activity change, negative = inhibition, most hits filed as inhibitors. AID 892, 2007. BRCT-phosphopeptide binding, red fluorescence polarization. hit rate 0.03% among 75,000. Breast cancer type 1 susceptibility protein (Homo sapiens), P38398; also: % is scaled to controls: 0 for no effect and ±100 for the full control effect
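Rhodamine-labelled pBACH1 10-mer (100 nM) bound to BRCT domain (100 nM) at pH 7.3; compounds incubated 12 min room temperature, polarization read. Free peptide defines full inhibition; unlabelled decapeptide titrated as control.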
BRCT PPI green: qHTS Assay for Inhibitors of BRCT-Phosphoprotein Interaction (Green Fluorophore); Potency, µM (titrated, usually from 76.9 µM), for inactives: at the top dose activity change, negative = inhibition, usual class: inhibitors; BRCA1 BRCT-phosphopeptide binding, green fluorescence polarization; hit rate 0.05% among 75,000;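 also: potency is read from the fitted curve at half-maximal effect; plate controls were peptide without protein for full effect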
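Compounds were incubated for 12 min at room temperature with a complex of 100 nM fluorescein-tagged pBACH1 decapeptide and 250 nM His-tagged BRCT protein. Buffer was phosphate pH 7.3 with EDTA, DTT and Tween 20. Disruption of binding lowers the polarization signal.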
Rhodamine fluor: qHTS Assay for Spectroscopic Profiling in Rhodamine Spectral Region; Rhodamine-region fluorescence, 547/598 nm, Tris buffer; hits give high values; max dye-equivalent concentration, M; hit rate 0.05% among 59,000; AID 594, 2007; in the data active = max dye-equivalent concentration above about 11 nM; inconclusive = between about 1.1 nM and that limit
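Intensities are converted to rhodamine-equivalent concentration using a six-point rhodamine standard on each plate. Compounds sit 15 min at room temperature in 100 mM Tris buffer, pH 8.0; read uses the 547/598 nm excitation/emission pair.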
Caspase-7 inhib: qHTS Assay for Allosteric/Competitive Inhibitors of Caspase-7. P55210. recombinant caspase-7, Ac-DEVD-AFC fluorescence rate. Potency, µM (series often up to 57.5 µM), for the others: at the top dose activity change, negative = inhibition, most hits filed as inhibitors. hit rate 0.02% among 75,000. AID 889, 2007; active = well fitted inhibition curve with a large enough effect in the main read-out, with a control signal flat, not every such curve was filed as active; inconclusive = small, poorly fitted or top-dose-only effect, or a change in a side signal; also: potency is read from the fitted curve at half-maximal effect; % of control where 0% means no effect
HEK293 cAMP cs: qHTS Assay for Agonists of the Thyroid Stimulating Hormone Receptor: Activators of Intracellular cAMP Concentrations in Parental HEK 293; parental HEK293 CNG cAMP sensor, membrane potential fluorescence; Potency, µM (series often up to 57.1 µM), for the others: at the top dose activation, usual class: activators; hit rate 2.5% among 73,000; also: potency is read from the fitted curve at half-maximal effect; % of control where 0% means no effect; nearly all actives have a fitted effect of over 55% in size
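Counterscreen for endogenous-receptor signalling: CNG-channel HEK 293 cells report cAMP rise by membrane depolarization. After 60 min dye equilibration with 100 uM RO 20-1724, compounds incubated 30 min before bottom-read fluorescence at 590 nm.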
Texas Red fluor: qHTS Assay for Spectroscopic Profiling in Texas Red Spectral Region | Compound fluorescence, Texas Red channel, 547/618 nm; hits give high values | max dye-equivalent concentration, M | hit rate 0.06% among 59,000 | AID 587, 2007; in the data active = max dye-equivalent concentration above about 10 nM; inconclusive = between about 1.1 nM and that limit
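qHTS profiling of intrinsic compound fluorescence; 100 mM Tris pH 8.0; 15 min RT; ex 547 / em 618 nm; response expressed as Texas Red dye-equivalent concentration from six-point plate standard.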
Caspase-1 inhib: qHTS Assay for Allosteric/Competitive Inhibitors of Caspase-1; P29466; Caspase-1 enzyme, Ac-WEHD-AFC fluorogenic rate; Potency, µM (highest dose often 57.5 µM), for the others: at the top dose activity change, negative = inhibition, usual class: inhibitors; hit rate 0.03% among 75,000; AID 900, 2007;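 also: potency is read from the fitted curve at half-maximal effect; plate controls were vehicle for no effect and no substrate for full effect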
Target sequence (P29466 120-297 limits assumed): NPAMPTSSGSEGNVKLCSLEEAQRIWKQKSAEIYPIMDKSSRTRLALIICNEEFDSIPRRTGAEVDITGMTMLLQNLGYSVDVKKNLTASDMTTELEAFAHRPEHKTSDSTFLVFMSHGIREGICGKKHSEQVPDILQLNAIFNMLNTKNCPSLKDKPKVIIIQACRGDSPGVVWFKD
Target sequence (P29466 317-404 limits assumed): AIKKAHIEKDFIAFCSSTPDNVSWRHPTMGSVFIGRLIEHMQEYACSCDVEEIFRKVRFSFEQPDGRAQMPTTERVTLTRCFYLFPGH
A350 fluor: qHTS Assay for Spectroscopic Profiling in A350 Spectral Region; hit rate 11% among 59,000; max dye-equivalent concentration, M; Compound autofluorescence, 340/450 nm, Alexa 350 dye-equivalents; hits give high values; AID 590, 2007; in the data active = max dye-equivalent concentration above about 10 nM; inconclusive = mostly about 1.1 nM to 9.6 nM
4MU fluor: qHTS Assay for Spectroscopic Profiling in 4-MU Spectral Region. hit rate 11% among 59,000. compound autofluorescence, 340/450 nm, 4-MU equivalents; hits give high values. max dye-equivalent concentration, M; in the data active = max dye-equivalent concentration above about 10 nM; inconclusive = mostly about 1.1 nM to 9.6 nM
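Intrinsic fluorescence at 340/450 nm (ex/em) was read after 15 min at room temperature in pH 8.0, 100 mM Tris. Each compound concentration expressed as 4-MU-equivalent concentration from a six-point 4-MU standard series on each plate.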
Numbers without * were called inactive; i = inactive; ? = inconclusive; / = not tested or not shown; [ ] = remark or other dose. Unless noted, calls follow the shape of the dose curve; as a rule, active = well fitted curve in the direction sought with a large enough effect; inconclusive = small, poorly fitted or top-dose-only effect, or another doubt; inactive = no such curve, though single readings can be large; an effect the other way counts as inactive or inconclusive. Only part of the results is shown. The share of hits here may be higher or lower than overall.

Each structure is followed by: HEK293 cAMP cs	Rhodamine fluor	Caspase-7 inhib	Caspase-1 inhib	Texas Red fluor	Fluorescein fluor	USP2a inh	A350 fluor	4MU fluor	BRCT inh red	BRCT PPI green
> COC(=O)c1ccc(Oc2ccc3nnc(C)n3n2)cc1
    15.2%	/	1.8%	0.9%	/	/	3.4%	/	/	-0.2%	-3.0%
> CCOCCn1c(N(C)Cc2ccccc2)nc2c1c(=O)[nH]c(=O)n2C
    0.4%	i	1.7%	-2.1%	?	i	2.7%	i	i	2.5%	-1.5%
> CCC(C)n1c(C)nc2c(c1=O)c1nc3ccccc3nc1n2-c1ccc2c(c1)OCCO2 (stereo unspecified)
    -2.3%	i	-0.9%	-4.2%	i	?	10.2%	2.66e-08M*	2e-08M*	0.1%	-0.6%
> O=C(Cc1ccc(Br)cc1)c1ccc(O)cc1O
    6.6%	/	0.6%	-0.5%	/	/	-3.2%	/	/	0.1%	-1.6%
> CN1CCC(N(C)C(=O)c2ccccc2Nc2ccc(SC(F)F)cc2)CC1
    20.9%	i	-1.9%	-3.7%	i	?	3.5%	?	?	1.0%	0.1%
> CS(=O)(=O)N(CCc1ccccc1)CC(=O)N1CCN(Cc2ccc3c(c2)OCO3)CC1
    14.8%	i	-1.4%	-0.8%	i	i	12.0%	i	i	-0.5%	0.7%
> C=CCn1c(SCn2nnc3ccccc3c2=O)nnc1-c1ccc(F)cc1
    19.3%	i	-0.2%	-3.2%	i	?	5.0%	i	i	0.1%	-3.8%
> CC(=O)C1=C(C)OC(N)=C(C#N)C1c1ccncc1 (stereo unspecified)
    11.9%	i	-10.4%	-6.9%	i	?	1.9%	?	?	0.7%	-3.1%
> Cc1ccccc1-n1c(Cn2c(=O)sc3ccccc32)nnc1SCC(=O)N1CCCC1
    3.7%	/	0.0%	-5.3%	/	/	/	/	/	-2.6%	0.6%
> CCCC(=O)Nc1ccccc1NC(=O)CCC
    9.2%	i	-0.4%	0.5%	i	i	-8.4%	i	i	0.4%	-2.2%
> CCOc1ccc(C(=O)c2ccncc2)cc1
    -2.0%	i	-2.6%	-1.0%	i	?	-9.3%	i	i	0.8%	-0.3%
> CCOc1cc2[nH]c(=O)n(CC3CCC(C(=O)NC(C)CC)CC3)c(=O)c2cc1OCC (stereo unspecified)
    ?	i	0.9%	-3.2%	i	i	23.4%	i	i	-0.4%	0.4%
> O=C(Cc1ccccc1)Nc1nnc(-c2ccco2)s1
    -1.2%	i	-0.8%	-2.1%	i	i	2.9%	?	?	0.8%	2.2%
> COc1ccc(OC)c(S(=O)(=O)NCc2cn3c(C)csc3n2)c1
    23.7%	/	-0.4%	1.1%	/	/	/	/	/	1.7%	2.4%
> CCCC(Cl)CCCC(Cl)CCC(Cl)CCC(Cl)CCC(Cl)CCCC(Cl)CCC (stereo unspecified)
    3.5%	/	0.9%	-2.1%	/	/	/	/	/	0.3%	-1.8%
> C=CCN1C(=O)C2(/C(=C(\O)c3ccc4c(c3)OCCO4)C(=O)C(=O)N2CCCOC)c2ccccc21 (stereo unspecified)
    ?	i	-1.8%	0.6%	i	i	-2.3%	i	i	-0.5%	-2.2%
> CCOc1ccc(OCC)c(NS(=O)(=O)c2ccc3c(c2)n(C)c(=O)c(=O)n3C)c1
    6.2%	i	0.1%	2.8%	?	i	14.8%	i	i	0.9%	-2.3%
> Cc1cccc(C)c1OCC(O)CNS(=O)(=O)c1ccccc1C(=O)N1CCCCC1 (stereo unspecified)
    /	i	/	/	i	i	/	i	i	/	/
> O=C1[C@@H]2[C@@H]3C=C[C@H]([C@@H]2C(=O)N1CN1CCSCC1)[C@@H]1[C@@H]2C(=O)N(CN4CCSCC4)C(=O)[C@@H]2[C@H]31
    2.8%[11.4 µM]	i	-1.2%[11.5 µM]	-1.2%[11.5 µM]	i	i	/	i	i	-1.1%[15.4 µM]	-1.4%[15.4 µM]
> Cc1cccc(-n2ncc3c(NC(C)C)ncnc32)c1
    ?	/	0.0%	-1.9%	/	/	/	/	/	-1.1%	0.3%
> O=C(O)C1CCN(C(=O)COc2ccc3c4c(c(=O)oc3c2)CCC4)CC1
    11.3%	i	-10.3%	-10.7%	i	i	-3.1%	2.65e-07M*	2.12e-07M*	-1.9%	0.7%
> CCOC(=O)c1c(NC(=O)CSc2nnnn2C)sc(C)c1C
    ?	i	-0.1%	2.1%	i	?	-9.2%	i	i	-0.6%	-1.9%
> Cc1ccc(S(=O)(=O)NC(C)C(=O)NC2CCCCCC2)cc1 (stereo unspecified)
    ?	i	-1.6%	0.5%	?	i	11.2%	?	i	-0.3%	-1.7%
> COc1ccc(C2(O)CCN(CC(=O)Nc3nccs3)CC2)c(OC)c1
    19.8%	i	0.0%	-1.3%	i	i	0.9%	i	i	0.0%	-1.6%
> CCCCOC(=O)C1[C@H]2C(=O)N(Cc3cccs3)C[C@]23C=C[C@H]1O3 (stereo partly specified)
    3.4%	i	-0.1%	-1.8%	i	i	-3.7%	?	?	0.2%	-1.8%
> COC(=O)c1ccc(S(=O)(=O)c2ccc(C(=O)OC)s2)s1
    -5.6%	/	-0.2%	-0.2%	/	/	-4.2%	/	/	0.1%	-3.1%
> CCCCn1c(=N)n(CC(O)COc2ccccc2)c2ccccc21 (stereo unspecified)
    1.26µM*	i	3.1%	-0.1%	i	i	/	i	i	-0.4%	0.8%
> CCOC(=O)N1CCN(C(c2ccc(C(C)C)cc2)c2sc3nc(C)nn3c2O)CC1 (stereo unspecified)
    12.4%	/	2.8%	-1.3%	/	/	/	/	/	-1.0%	-1.4%
> CCCn1c(=N)n(CCOc2ccc(OC)cc2)c2ccccc21
    8.8%	i	-0.3%	-2.4%	?	i	2.3%	?	i	-0.8%	3.9%
> Cc1ccc(-n2nnc3c(=O)n(CC(=O)N4CCOCC4)cnc32)cc1
    ?	/	-3.9%	-2.9%	/	/	/	/	/	2.6%	1.9%

Three structures out of the list, ordered by heavy-atom count, rising:
Each structure is followed by: HEK293 cAMP cs	Rhodamine fluor	Caspase-7 inhib	Caspase-1 inhib	Texas Red fluor	Fluorescein fluor	USP2a inh	A350 fluor	4MU fluor	BRCT inh red	BRCT PPI green
> CCOc1ccc(C(=O)c2ccncc2)cc1
    -2.0%	i	-2.6%	-1.0%	i	?	-9.3%	i	i	0.8%	-0.3%
> CCOC(=O)c1c(NC(=O)CSc2nnnn2C)sc(C)c1C
    ?	i	-0.1%	2.1%	i	?	-9.2%	i	i	-0.6%	-1.9%
> Cc1cccc(C)c1OCC(O)CNS(=O)(=O)c1ccccc1C(=O)N1CCCCC1 (stereo unspecified)
    /	i	/	/	i	i	/	i	i	/	/

Additional entries.
Each structure is followed by: HEK293 cAMP cs	Rhodamine fluor	Caspase-7 inhib	Caspase-1 inhib	Texas Red fluor	Fluorescein fluor	USP2a inh	A350 fluor	4MU fluor	BRCT inh red	BRCT PPI green
> COc1cc(/C=C/C(=O)N2CCC=CC2=O)cc(OC)c1OC
    /	/	-2.9%	3.4%	/	/	-4.7%	/	/	-2.0%	-3.1%[3.08 µM]
> Cc1cccc(-n2c(N)cc(=O)[nH]c2=S)c1C
    7.2%	i	0.0%	1.6%	i	i	-3.9%	i	i	-0.1%	0.5%
> CC(C)Oc1ccc(C(=O)Nc2ccc(N(C)C)cc2)cc1
    0.2%[11.4 µM]	/	0.7%	-1.2%	/	/	3.0%[7.66 µM]	/	/	0.4%	1.4%
> Cc1cc(NC(c2cccnc2)c2c(C)[nH]c3ccccc23)no1 (stereo unspecified)
    7.4%	i	-1.3%	0.2%	i	i	6.0%	i	i	-1.4%	-3.8%
> O=C(CCCN1C(=O)c2ccccc2C1=O)NCCC1=CCCCC1
    7.8%	i	-1.2%	0.3%	i	?	-2.7%	i	i	1.2%	-1.4%
> O=C(CSc1ncn[nH]1)c1ccccc1
    1.0%	i	1.4%	0.7%	i	i	/	i	i	-1.0%	-3.5%
> CCCn1cc(C(CC(=O)O)C(=O)O)c2ccccc21 (stereo unspecified)
    2.9%	i	-0.5%	-0.3%	i	i	3.4%	i	i	0.2%	-1.0%
> N#CCCN(CCC#N)c1nnc(-c2ccccc2)s1
    /	i	/	/	i	i	/	?	i	/	/
> COc1ccc(C(=O)OC(C)CN2CCN(C)CC2)cc1OC (stereo unspecified)
    /	i	/	/	i	?	/	i	i	/	/
> Cc1[nH]nc2c1C(C1CC=CCC1)C(C#N)=C(N)O2 (stereo unspecified)
    7.6%	/	-2.6%	-1.6%	/	/	-2.5%	/	/	-1.9%	-4.0%
> Cc1cc(/C=N/n2cnnc2)c(C)n1-c1cccc(Cl)c1
    -1.2%	/	-1.7%	-1.2%	/	/	-4.0%	/	/	-0.4%	-2.0%
> Cc1ccccc1-n1c(-c2cccnc2)n[nH]c1=S
    -3.3%	i	-2.4%	-1.9%	i	i	0.1%	i	i	0.5%	-0.1%
> CCOC(=O)c1cc(C(O)(C(F)(F)F)C(F)(F)F)c(/N=C/N(C)C)o1
    -3.3%	i	-1.7%	-0.1%	i	i	3.4%	?	?	-3.0%	0.1%

Screens: PubChem BioAssay, National Center for Advancing Translational Sciences (NCATS)
